Screening data: PubChem, several laboratories
CYP2C9 inhib = human CYP2C9 inhibition | inhibition, % at 5 µM | 96,000 tested, 20% active | P11712 | CYP2C9 Supersomes, luciferin-H conversion, luminescence | AID 777;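 active means blocking of liver enzyme CYP2C9 beyond about 50% at 5 µM, limit read from the data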; further: values of inactives mirror those of a sister screen read the other way
PostGolgi yeast = growth inhibition of a yeast mutant, post-Golgi transport screen; post-Golgi transport phenotypic cell assay; inhibition, % at 10 µM; 98,000 tested, 0.9% active; AID 739; in the data active means inhibition above about 30%;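 further: yeast cells grown in 1536-well plates; yeast grown about 18 h at 30C before absorbance read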
CYP2C9 activ = increases human cytochrome P450 2C9 activity; AID 1024; activation factor at 5 µM; 96,000 tested, 1.4% active; recombinant CYP2C9, luciferin-H conversion, luminescence; active compounds read high; factor 1 = untreated enzyme, 0 = blocked;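 active means activation factor of 2 or more for CYP2C9 at a 5 µM dose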;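 further: 0 = sulfaphenazole-blocked wells and 1 = vehicle-only wells; values of inactives mirror those of a sister screen read the other way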
EphB4 ephrin blk = EphB4-ephrin-B2 interaction antagonism; P54760; EphB4 LBD / TNYL-RAW-Alexa532 peptide, fluorescence polarization; inhibition, % at 7 µM; 97,000 tested, 0.15% active; AID 720;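 active means inhibition above the screen-wide mean inhibition plus 3 SD, cut at about 15% in these data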;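 further: 0% = DMSO wells and 100% = excess unlabeled TNYL-RAW peptide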
Target sequence (P54760 whole entry, looked up, the tested form may be a part): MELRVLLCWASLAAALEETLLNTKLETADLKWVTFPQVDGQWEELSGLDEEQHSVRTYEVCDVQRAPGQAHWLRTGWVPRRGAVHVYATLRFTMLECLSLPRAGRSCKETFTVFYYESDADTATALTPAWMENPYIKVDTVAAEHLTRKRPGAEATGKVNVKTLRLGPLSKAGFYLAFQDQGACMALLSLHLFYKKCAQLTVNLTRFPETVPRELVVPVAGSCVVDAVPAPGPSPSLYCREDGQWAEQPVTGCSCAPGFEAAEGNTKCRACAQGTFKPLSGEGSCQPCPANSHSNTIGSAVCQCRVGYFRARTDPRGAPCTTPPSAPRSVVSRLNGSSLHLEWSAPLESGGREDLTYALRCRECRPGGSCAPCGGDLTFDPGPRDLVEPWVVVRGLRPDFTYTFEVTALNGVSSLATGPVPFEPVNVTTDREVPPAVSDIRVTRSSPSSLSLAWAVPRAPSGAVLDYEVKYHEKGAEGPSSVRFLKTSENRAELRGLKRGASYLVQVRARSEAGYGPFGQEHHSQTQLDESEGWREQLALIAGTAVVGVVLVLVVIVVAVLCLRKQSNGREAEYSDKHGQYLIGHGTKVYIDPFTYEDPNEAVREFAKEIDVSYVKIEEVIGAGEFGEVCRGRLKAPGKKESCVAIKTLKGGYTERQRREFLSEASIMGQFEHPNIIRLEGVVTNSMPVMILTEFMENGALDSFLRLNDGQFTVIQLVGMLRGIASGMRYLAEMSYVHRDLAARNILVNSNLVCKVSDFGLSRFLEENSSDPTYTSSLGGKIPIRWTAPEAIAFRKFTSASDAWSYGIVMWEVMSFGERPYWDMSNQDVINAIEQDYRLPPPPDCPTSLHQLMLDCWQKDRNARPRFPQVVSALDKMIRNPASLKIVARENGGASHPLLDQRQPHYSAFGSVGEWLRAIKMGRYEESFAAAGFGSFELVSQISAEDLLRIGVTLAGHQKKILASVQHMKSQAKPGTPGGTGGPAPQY
CYP2C19 inh = inhibitors of human CYP2C19; CYP2C19 Supersomes, luciferin-H EGE luminescence, 30 min; 96,000 tested, 21% active; inhibition, % at 5 µM; P33261;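 active means CYP2C19 inhibition above a set limit at 5 µM in the primary screen, cut at about 50% in these data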;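 further: plate controls were negative control wells for no effect and 2.5 mM tranylcypromine positive control for full effect; values of inactives mirror those of a sister screen read the other way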
PTK2B oligo ant = blocks oligomerization of human Pyk2 in cells. Q14289. Q293 cells, Pyk2 FERM NanoBiT luminescence; active compounds read low. z-score (the deposit names both 25 µM and 10 µM). 99,000 tested, 0.83% active. AID 1347419;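 active means Z-score of -3 or lower, scaled per plate to the spread of control and sample wells; inactive means z-score above -3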;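 further: negative z-score means lost luminescence so less FERM oligomerization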
CYP2C19 activ = increases human CYP2C19 enzyme activity. activation factor at 5 µM. recombinant CYP2C19, luciferin-H EGE luminescence; active compounds read high; 0 = fully inhibited enzyme, 1 = untreated enzyme. 96,000 tested, under 10 active;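 active means activation factor of at least 2 at 5 µM in the primary screen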;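 further: 0 = wells with 2.5 mM tranylcypromine and 1 = vehicle-only wells; values of inactives mirror those of a sister screen read the other way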
E coli WT exp = growth inhibitors of E. coli BW25113 wild type | OD600 absorbance | growth inhibition, % at 100 µM | 98,000 tested, 0.15% active | AID 710;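 active means growth inhibition above about 50% at one test dose, limit read from the data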;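 further: growth measured after 20 h incubation at 37 °C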
PLAP activator = activators of human placental alkaline phosphatase | P05187 | purified PLAP enzyme, luminescent substrate read-out; active compounds read high | activation fold at 20 µM | 96,000 tested, 1.2% active | AID 696; in the data active means activation fold above about 2
Numbers without * were called inactive; . = not tested or not shown.

SMILES	CYP2C9 inhib	PostGolgi yeast	CYP2C9 activ	EphB4 ephrin blk	CYP2C19 inh	PTK2B oligo ant	CYP2C19 activ	E coli WT exp	PLAP activator
CN1C(=O)N(C)C2(CC1(C)C)CC(C)(C)N(C)C(=O)N2C	-13.7	3.1	1.1	-3.5	8.0	0.96	0.9	0.0	1.1
O=[N+]([O-])c1ccc(N2CCN(S(=O)(=O)c3ccc(Cl)cc3)CC2)cc1NCc1cccnc1	53.0*	70.9*	0.5	2.5	4.8	-2.75	1	-9.0	1.2
Cc1c(C(=O)NCc2ccco2)oc2ccc(S(=O)(=O)N3CCC4(CC3)OCCO4)cc12	40.0	13.0	0.6	2.6	13.7	0.55	0.9	-10.0	1.3
O=C(O)CCc1ccc(-c2ccccc2)n1CC(=O)O	16.7	-5.2	0.8	3.3	11.8	0.05	0.9	-5.0	0.9
O=C(O)C1C2C=CC(C2)C1C(=O)NCCCN1CCOCC1 (stereo not drawn)	-26.5	-2.0	1.3	7.8	-16.1	0.95	1.2	3.0	1.4
CC(C)(C)n1ncc2c(=O)n(CC(=O)Nc3ccccc3)cnc21	23.6	-1.9	0.8	8.1	10.7	-0.47	0.9	-5.0	0.8
Cc1ccc(NC(=S)NCc2cccnc2)cc1	14.2	0.3	0.9	-3.3	69.9*	0.22	0.3	24.0	0.9
Cc1csc(=Nc2c(C)n(C)n(-c3ccccc3)c2=O)n1Cc1ccccc1	42.3	-2.9	0.6	-2.5	82.0*	1.42	0.2	3.0	1.6
CCCCN(CCNP(=O)(OCC)OCC)CP(=O)(OCC)OCC	6.8	-0.8	0.9	-0.8	-15.3	-0.62	1.2	-3.0	1.4
CN(C)Cc1c(O)ccc2oc(Cc3ccccc3)cc12	22.9	3.9	0.8	4.0	72.4*	0.12	0.3	2.0	1.3

Record cards (already shown). Values in the order: CYP2C9 inhib	PostGolgi yeast	CYP2C9 activ	EphB4 ephrin blk	CYP2C19 inh	PTK2B oligo ant	CYP2C19 activ	E coli WT exp	PLAP activator
O=[N+]([O-])c1ccc(N2CCN(S(=O)(=O)c3ccc(Cl)cc3)CC2)cc1NCc1cccnc1 reads 53.0*	70.9*	0.5	2.5	4.8	-2.75	1	-9.0	1.2
Cc1c(C(=O)NCc2ccco2)oc2ccc(S(=O)(=O)N3CCC4(CC3)OCCO4)cc12 reads 40.0	13.0	0.6	2.6	13.7	0.55	0.9	-10.0	1.3

Next entries
SMILES	CYP2C9 inhib	PostGolgi yeast	CYP2C9 activ	EphB4 ephrin blk	CYP2C19 inh	PTK2B oligo ant	CYP2C19 activ	E coli WT exp	PLAP activator
CCc1cc2c(=O)c(-c3nc4ccccc4[nH]3)coc2cc1OC(=O)N1CCOCC1	24.8	31.4*	0.8	-1.1	7.1	-2.65	0.9	-9.0	1
Cc1nc(SCc2ccccc2)c(C(F)(F)F)c(=O)[nH]1	44.1	-4.7	0.6	-8.8	47.8	-0.24	0.5	-2.0	1.1
CCn1cc(C(=O)NCCc2ccccc2)c(=O)c2cc(F)c(N3CCN(C)CC3)cc21	14.9	16.3	0.9	5.4	9.0	0.69	0.9	33.0	1.6
Cc1ccc(NC2=NCC(=O)N2CCc2ccccc2)cc1C	49.9	6.8	0.5	-1.2	98.0*	-0.05	0	-1.0	1.4
COCc1cc(CN2CCN(C)CC2)c(O)c2ncccc12	9.8	26.1	0.9	4.0	2.1	-0.19	1	14.0	.
Cc1[nH]nc2ncc(C(=O)c3cc(Cl)cc(Cl)c3O)cc12	31.8	0.3	0.7	-5.5	-2.7	-1.02	1	0.0	1.3
COc1ccc(NC(=O)N(C2CCCCC2)C2CCN(C(C)C)CC2)c(OC)c1	5.3	12.2	0.9	1.1	2.6	0.29	1	0.0	1.4
O=C(CSc1nnnn1-c1ccccc1)CSc1nnnn1-c1ccccc1	71.5*	8.1	0.3	1.3	98.5*	-0.11	0	-6.0	1.2
COCC(=O)Nc1c(C(=O)Nc2ccccc2OC)oc2ccccc12	11.5	3.2	0.9	-0.5	0.0	-0.83	1	-11.0	1
COc1ccc(O)c(/C=N/Nc2nc(Nc3ccccc3)nc(-n3nc(C)cc3C)n2)c1	25.4	7.2	0.7	1.0	-7.1	-1.75	1.1	-19.0	1.2
O=C(Nc1cc(S(=O)(=O)N2CCCC2)ccc1Cl)C1=COCCO1	35.9	-3.5	0.6	10.5	52.5*	0.11	0.5	-1.0	0.8
c1ccc(CCC2=NCCn3cccc32)cc1	4.5	-4.0	1	-11.3	10.1	-0.74	0.9	8.0	0.8
Cc1ccc(SCCNC(=O)c2cccc([N+](=O)[O-])c2C)cc1	30.1	8.8	0.7	4.3	23.4	0.58	0.8	5.0	1
O=C1NC(=S)N/C1=C/c1ccc(-c2c(Br)cc([N+](=O)[O-])cc2Br)o1	0.4	-4.2	1	0.5	2.7	.	1	-8.0	0.9
COC(=O)c1cc(NC(=O)c2ccccc2)c(=O)oc1C/C=N\OCc1ccc(Cl)cc1Cl	-2.7	-3.8	1	-3.3	7.3	-0.1	0.9	-11.0	1.4
O=C(c1cccc(F)c1)N1CCN(S(=O)(=O)c2ccccc2)CC1	-1.2	-3.4	1	7.7	75.5*	1.43	0.2	-4.0	0.9
CC1CC(=O)Nc2ccccc2N1S(=O)(=O)c1ccccc1 (stereo not drawn)	-84.3	-11.8	1.8	-4.5	-1.1	0.69	1	4.0	1
Cc1nnc(SCCn2c(N3CCN(C)CC3)nc3c2c(=O)n(C)c(=O)n3C)s1	-15.0	-1.4	1.1	-0.5	-8.0	0.73	1.1	-3.0	1.4
O=C(CSc1nccc(=O)[nH]1)N1c2ccccc2CCc2ccccc21	18.6	16.1	0.8	0.9	5.6	0.32	0.9	2.0	1.3
CCOC(=O)c1c(NC(=O)CNCC(O)CO)sc(C)c1C (stereo not drawn)	20.4	-1.7	0.8	-7.7	1.7	-0.1	1	2.0	1.4
CCN(CC)S(=O)(=O)c1cccc(-c2nc3n(n2)Cc2ccccc2-3)c1	13.4	22.2	0.9	-3.6	4.6	-1.72	1	0.0	0.9
COc1ccc(N2CCN(c3nc4c(c(=O)n(C)c(=O)n4C)n3CCCc3ccccc3)CC2)cc1	24.6	.	0.8	.	13.1	0.08	0.9	.	1.1
COc1ccc(-c2nc(CNS(=O)(=O)c3ccc(OC)c(OC)c3)cs2)cc1	55.0*	-5.6	0.4	-8.5	81.9*	.	0.2	-2.0	0.9
O=c1c2ccccc2nc(SCc2ccc([N+](=O)[O-])cc2)n1-c1ccccc1	37.9	-1.8	0.6	-3.0	31.0	-0.5	0.7	-17.0	1.1
CC(C)(C)c1ccc(COC(=O)CNC(=O)CNC(=O)Cc2ccccc2)cc1	8.9	3.2	0.9	-0.7	18.2	0.29	0.8	-7.0	0.9
COc1cc(C(=O)NC2CC3CCCC(C2)N3C2CC2)cc(OC)c1OC (stereo not drawn)	-6.6	-6.6	1.1	.	-13.3	0.65	1.1	-4.0	1.5
CCOC(=O)c1c(C)[nH]c(C(=O)COC(=O)CCC2CCCC2)c1C	82.4*	-7.6	0.2	8.4	46.6	0.08	0.5	-6.0	0.9
COc1cccc(-c2cc(C(=O)Nc3cccc(O)c3)no2)c1	-129.8	-1.7	2.3*	4.5	-7.2	-0.73	1.1	-7.0	1.2
CCCC(C)c1nnc(NC(=O)C2CCCO2)s1 (stereo not drawn)	-10.6	-5.7	1.1	-8.1	1.6	1.84	1	-1.0	1.2
O=C(c1ccc2c(c1)OCO2)N1CCCC(c2ccccc2)C1 (stereo not drawn)	8.4	17.4	0.9	6.0	87.4*	0.67	0.1	1.0	0.9
O=C1C=C(NCCN2CCOCC2)CC(c2ccccc2)C1 (stereo not drawn)	-1.7	-7.0	1	2.9	7.9	0.12	0.9	1.0	1.1
CCC(=O)N1c2ccc(C)cc2C2=NNC(=S)NC21O (stereo not drawn)	2.4	2.8	1	3.0	-0.3	0.05	1	-11.0	0.9
O=C(CCCOc1ccccc1)Nc1nnc(C2CCCO2)s1 (stereo not drawn)	55.5*	-13.6	0.4	-3.4	63.8*	0.42	0.4	-11.0	1.3
Cc1ccc(C(=O)c2nc3c(n2O)CCCC3)cc1	0.8	9.9	1	10.0	-4.6	-0.1	1	2.0	1
O=C1CC(N2CCN(c3ccc(O)cc3)CC2)C(=O)N1Cc1cccs1 (stereo not drawn)	-0.1	-3.1	1	3.5	1.8	-0.45	1	1.0	0.9
CC1CCN(S(=O)(=O)c2ccc(NC(=O)Cn3nnc(-c4ccccc4)n3)cc2)CC1	76.3*	-4.2	0.2	-1.2	42.8	0.98	0.6	-8.0	1
COc1ccc(C(=O)Nc2ccc(S(=O)(=O)NC(C)C)cc2)cc1	34.1	-3.1	0.7	3.9	42.9	0.49	0.6	-17.0	0.8
CCOC(=O)c1c(C=O)c(C)n(Cc2ccc(C)cc2)c1C	95.8*	16.4	0	0.8	76.4*	-2.69	0.2	9.0	1.5
Cc1ccc(-c2cc(C(=O)NCCCN3CCOCC3)no2)cc1	2.9	-5.5	1	1.3	13.6	0.42	0.9	1.0	1.2
FC(F)(F)c1nnc2c(Sc3ccc(Cl)cc3)nc3ccccc3n12	28.9	-18.8	0.7	4.7	20.2	1.07	0.8	-6.0	1
O=c1[nH]c(N2CCOCC2)nc2c1CCCC2	-10.8	-5.2	1.1	3.5	-0.7	1.29	1	9.0	0.9
COc1ccc(CCNC(=O)C2CC(=O)N(c3ccccc3)C2)cc1OC (stereo not drawn)	20.2	-9.9	0.8	-4.4	0.2	-0.66	1	1.0	1.2
Cc1ccc(C)c(OCCCC(=O)Nc2ccc(N3CCOCC3)cc2)c1	2.6	-1.1	1	-0.1	9.9	.	0.9	-10.0	1.1
Cc1nc(NCCNC(=O)c2ccco2)c2c(C)c(C)sc2n1	28.7	-2.3	0.7	2.9	5.9	1.06	0.9	-6.0	1.2
O=C(COc1cc(Cl)ccc1Cl)Nc1nnc(CC(=O)N2CCOCC2)s1	20.2	6.1	0.8	0.5	-6.0	1	1.1	-2.0	1.2
Cn1c(=O)c2c(ncn2CCCNC2=CC(C)(C)CC(=O)C2)n(C)c1=O	-23.3	0.5	1.2	-7.7	-17.6	.	1.2	-3.0	1.2
CN(C)c1cc(=O)n2c(n1)SCCC2	-5.2	0.9	1.1	-7.0	-10.3	-0.82	1.1	6.0	1.1
CCOC(=O)CSc1ncc(OC)c(Sc2ccc(OC)cc2)n1	83.9*	6.3	0.2	-6.3	40.0	-0.44	0.6	0.0	1.3

In a second layout: entries from further up.
SMILES | CYP2C9 inhib | PostGolgi yeast | CYP2C9 activ | EphB4 ephrin blk | CYP2C19 inh | PTK2B oligo ant | CYP2C19 activ | E coli WT exp | PLAP activator
CCOC(=O)c1c(C=O)c(C)n(Cc2ccc(C)cc2)c1C | 95.8* | 16.4 | 0 | 0.8 | 76.4* | -2.69 | 0.2 | 9.0 | 1.5
Cc1ccc(-c2cc(C(=O)NCCCN3CCOCC3)no2)cc1 | 2.9 | -5.5 | 1 | 1.3 | 13.6 | 0.42 | 0.9 | 1.0 | 1.2
FC(F)(F)c1nnc2c(Sc3ccc(Cl)cc3)nc3ccccc3n12 | 28.9 | -18.8 | 0.7 | 4.7 | 20.2 | 1.07 | 0.8 | -6.0 | 1
O=c1[nH]c(N2CCOCC2)nc2c1CCCC2 | -10.8 | -5.2 | 1.1 | 3.5 | -0.7 | 1.29 | 1 | 9.0 | 0.9
COc1ccc(CCNC(=O)C2CC(=O)N(c3ccccc3)C2)cc1OC (stereo not drawn) | 20.2 | -9.9 | 0.8 | -4.4 | 0.2 | -0.66 | 1 | 1.0 | 1.2
Cc1ccc(C)c(OCCCC(=O)Nc2ccc(N3CCOCC3)cc2)c1 | 2.6 | -1.1 | 1 | -0.1 | 9.9 | . | 0.9 | -10.0 | 1.1
Cc1nc(NCCNC(=O)c2ccco2)c2c(C)c(C)sc2n1 | 28.7 | -2.3 | 0.7 | 2.9 | 5.9 | 1.06 | 0.9 | -6.0 | 1.2
O=C(COc1cc(Cl)ccc1Cl)Nc1nnc(CC(=O)N2CCOCC2)s1 | 20.2 | 6.1 | 0.8 | 0.5 | -6.0 | 1 | 1.1 | -2.0 | 1.2
